EPAC1 agonist: agonists of human EPAC1; O95398; EPAC1 agonist qHTS, biochemical assay; response scale: 100% = response to 6.5 mM cAMP; Potency, µM (doses to about 154 µM), without a hit: top-dose activation, usual class: activators; 360,000 compounds, 0.073% hits; further: potency means the concentration at half of the fitted maximal effect; nearly all actives have a fitted effect of over 60% in size
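Normalized to 6.5 mM cAMP, activity reflects EPAC1-catalysed release of BODIPY-GDP from Rap1B, followed kinetically over 30 min at 480 nm excitation, 540 nm emission. Reaction contained 100 nM EPAC1, 250 nM Rap1B-BODIPY-GDP, 50 uM GDP.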
IL-2 act: activators of IL-2; 360,000 compounds, 0.065% hits; activation, % (series mostly up to about 46 µM); IL-2 activation reporter assay, cell-based qHTS; stimulated with anti-CD3/CD4/CD28 beads; in transgenic mouse T cells; in the data active means activation above about 50%; inconclusive means mostly about 30% to 49%; further: 0% is about no effect
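Readout is EGFP and DsRed signal by fluorescent plate cytometry after 18 h at 37 degrees C. Transgenic mouse T cells (750/well) received compound for 60 min before bead stimulation (anti-CD3, anti-CD4, anti-CD28); memory T cells served as non-tolerant control.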
EPAC1 antagonist: antagonists of human EPAC1. Potency, µM (top dose mostly 115 µM), without a hit: at the highest dose activity change, negative = inhibition, usual class: inhibitors. EPAC1 GEF assay, Rap1b-BODIPY-GDP exchange fluorescence. AID 720709. 360,000 compounds, 0.14% hits;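 further: potency means the concentration at half of the fitted maximal effect; plate controls were vehicle for no effect and positive control for full effect; nearly all actives have a fitted effect of over 50% in size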
PI5P4K alpha inh: PI5P4K alpha (human) kinase inhibition. PI5P4Kalpha enzyme, ADP-Glo luminescence, 60 min; stronger effect = lower value. max response, %. 330,000 compounds, 1.2% hits. AID 652105; active means max response of -50% or lower; inconclusive means between -30% and -50%; inactive means -30% or higher; further: value at the top dose of about 77 µM; on the % scale 0 is the no-effect control and ±100 the full control effect
Target sequence (P48426 whole entry, looked up): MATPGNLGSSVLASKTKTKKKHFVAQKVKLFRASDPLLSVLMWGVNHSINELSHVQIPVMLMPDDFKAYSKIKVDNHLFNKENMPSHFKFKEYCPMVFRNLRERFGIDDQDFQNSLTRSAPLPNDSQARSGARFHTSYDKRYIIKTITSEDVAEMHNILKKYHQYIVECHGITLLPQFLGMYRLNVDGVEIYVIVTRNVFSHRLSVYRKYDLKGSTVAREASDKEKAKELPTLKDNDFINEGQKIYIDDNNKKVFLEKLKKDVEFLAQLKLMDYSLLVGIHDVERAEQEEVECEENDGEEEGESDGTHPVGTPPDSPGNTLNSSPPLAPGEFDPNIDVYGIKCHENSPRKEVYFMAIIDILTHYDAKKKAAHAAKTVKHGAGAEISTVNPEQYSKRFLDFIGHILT
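Luminescence from ADP-Glo served as readout of PI5P4Kalpha activity in a qHTS format. Reaction: enzyme, substrate, compound, ATP at 5 microM final, 60 min at RT.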
GLP1R ag: activates the human GLP-1 receptor. HEK293 GLP-1R CRE-luciferase, luminescence, 4-6 h; cells express a hypersensitive GLP-1R form. 380,000 compounds, 0.007% hits. Potency, µM (doses to about 45.6 µM), without a hit: at the top dose activation, actives largely listed as activators. P43220; further: potency means the concentration at half of the fitted maximal effect; % of control where 0% means no effect
HEK293 tox: cytotoxicity counter-screen for GLP-1 receptor inverse agonists | HEK293 cAMP-luciferase reporter cells, luminescence, 24 h | Potency, µM (series often up to 38.3 µM), for inactives: top-dose activity change, negative = inhibition, most hits filed as inhibitors | 410,000 compounds, 0.13% hits | AID 624418;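 further: loss of luciferase light is scored as toxicity; potency means the concentration at half of the fitted maximal effect; on the % scale 0 is the no-effect control and ±100 the full control effect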
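Step one: seed cells (200 cells/uL, DMEM with 10% Nu serum, 1% pen-strep). Step two: 12-hour incubation at 37 deg C. Step three: pin 23 nL compound, incubate 24 hr. Step four: add luciferase reagent, read luminescence 12 min later.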
GLP-1R inv ag: acts as inverse agonist at human GLP-1 receptor | P43220 | HEK293 GLP-1R CRE-luciferase, luminescence, 24 h; GLP-1R form is constitutively active | Potency, µM (doses to about 38.3 µM), without a hit: at the highest dose activity change, negative = inhibition, most hits filed as inhibitors | 410,000 compounds, 1.6% hits | AID 624417; further: potency means the concentration at half of the fitted maximal effect; on the % scale 0 is the no-effect control and ±100 the full control effect; nearly all actives have a fitted effect of over 55% in size
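qHTS in 1536-well format: reporter HEK293 cells expressing constitutive GLP-1R activity in DMEM + 10% Nu serum, 24 hr with compounds at 37 deg C, luminescence read after 12 min with detection reagent.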
PTHR1 ag: activates the human parathyroid hormone receptor PTHR1; Q03431; HEK293 GP2 PTHR1 cells, GloSensor cAMP luminescence, 1 h; Potency, µM (series often up to 115 µM), for the others: at the highest dose activation, usual class: activators; 410,000 compounds, 0.075% hits; further: potency means the concentration at half of the fitted maximal effect; nearly all actives have a fitted effect of over 55% in size; some results filed as inactive show a strong effect at the top dose; inactives centre near -15; many of its hits are not listed in these tables
Target sequence (Q03431 whole entry, looked up): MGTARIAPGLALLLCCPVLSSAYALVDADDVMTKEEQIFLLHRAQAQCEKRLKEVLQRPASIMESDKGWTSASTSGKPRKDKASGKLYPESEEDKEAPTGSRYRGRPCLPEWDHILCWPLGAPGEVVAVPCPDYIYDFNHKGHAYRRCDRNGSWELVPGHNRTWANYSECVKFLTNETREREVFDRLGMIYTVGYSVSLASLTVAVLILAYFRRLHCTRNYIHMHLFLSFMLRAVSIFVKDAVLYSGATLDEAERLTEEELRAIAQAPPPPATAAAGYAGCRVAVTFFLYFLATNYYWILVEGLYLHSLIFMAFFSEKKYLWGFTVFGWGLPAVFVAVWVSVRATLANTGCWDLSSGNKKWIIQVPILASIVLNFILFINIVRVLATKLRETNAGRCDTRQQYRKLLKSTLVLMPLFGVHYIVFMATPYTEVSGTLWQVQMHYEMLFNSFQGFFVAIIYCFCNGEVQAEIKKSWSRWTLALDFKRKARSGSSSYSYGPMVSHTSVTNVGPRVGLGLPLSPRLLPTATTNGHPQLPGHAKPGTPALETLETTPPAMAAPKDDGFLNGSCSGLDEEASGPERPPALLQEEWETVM
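HEK-293-derived GP2 cells expressing PTHR1 and a GloSensor cAMP reporter, 3,000/well, plated overnight, given luciferin plus IBMX (each 0.5 mM as added) for 1 h at 37 °C, then compound for 1 h at 37 °C. Luminescence was read after 15 min at room temperature.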
PLK1 PBD block: PLK1 (human) polo-box domain binding inhibition. P53350. Plk1 PBD binding of FITC phosphopeptide, fluorescence polarization. Potency, µM, without a hit: max response, negative = inhibition, usual class: inhibitors. 360,000 compounds, 2.8% hits; further: potency means the concentration at half of the fitted maximal effect; series mostly up to about 57 µM; on the % scale 0 is the no-effect control and ±100 the full control effect; nearly all actives have a fitted effect of over 65% in size
Numbers without * were called inactive; i = inactive; ? = inconclusive; / = no result given; [ ] = dose if it differs, or a comment. Unless noted, the call rests on the fitted dose curve; in most records, active means well fitted curve in the direction sought with a large enough effect; inconclusive means small, poorly fitted or top-dose-only effect, or another doubt; inactive means no such curve, though single readings can be large; an effect the other way counts as inactive or inconclusive.

SMILES | EPAC1 agonist | IL-2 act | EPAC1 antagonist | PI5P4K alpha inh | GLP1R ag | HEK293 tox | GLP-1R inv ag | PTHR1 ag | PLK1 PBD block
CCN(CC)c1ccc(/C=N/NC(=S)NCc2ccccc2)c(O)c1 | 20.1% | 2.1 | ? | 3.8 | -3.7% | -20.4% | ? | -16.5% | -9.7%
Cn1cc(/C=N/NC(=O)COc2ccccc2[N+](=O)[O-])c2ccccc21 | 7.2% | -0.4 | -12.3% | -23.0 | 14.7% | -21.1% | ? | -13.5% | -7.8%
CCOc1cccc(/C=N/NS(=O)(=O)c2ccc(C)c([N+](=O)[O-])c2)c1O | 5.4% | 3.4 | -18.9% | 7.0 | 3.3% | 4.4% | 0.8% | i | 29.9µM*
Cc1csc2c(=O)sc(NC(=O)c3cccs3)nc12 | 1.6% | -0.8 | ? | -5.6 | 1.0% | 7.7% | 35.4%[activator] | -12.2% | -14.1%
Cc1cc(/C([O-])=C(/C(=S)Nc2ccc(F)cc2)[n+]2ccccc2)c(C)n1-c1ccc(F)cc1 | 15.7% | -1.3 | -2.1% | / | -5.0% | -23.0% | 0.0% | -7.5%[57.5 µM] | -15.9%
CCCc1nc(SCc2ccc(OCC)cc2)n[nH]1 | 3.0% | 0.5 | -16.5% | 4.3 | 10.2% | 1.8% | -18.3% | -14.8% | -14.3%
O=C(OCC(=O)N1CCCCC1)c1n[nH]c(=O)c2ccccc12 | 3.0% | -1.2 | 1.6% | 7.9 | 3.9% | -3.5% | 42.6%[activator] | i | -8.0%
N/C(CN1CCCCC1)=N\S(=O)(=O)c1cc(Cl)cc(Cl)c1 | -4.0% | -0.3 | -5.1% | -6.5 | 3.2% | 23.0% | ? | ? | -8.7%
CCOCCCNC(=O)C1(O)c2cc(Br)ccc2NC(=O)N1c1ccc(OCC)cc1 (stereo not drawn) | 7.2% | -5.0 | -0.9% | -2.4 | 0.0% | 1.3% | 1.6% | i | -13.4%
C=CCNc1nc(Nc2ccc(Cl)cc2)nc(OC)n1 | 10.9% | -4.4 | -10.3% | 0.4 | 27.7% | 4.7% | ? | i | -17.9%
COc1cc(/C=C/C(=O)O)ccc1S(=O)(=O)N1CCCc2ccccc21 | -3.6% | -0.4 | -4.1% | ? | 10.5% | 5.2% | 25.5% | -14.0% | -15.5%
COc1ccc(C2=NCC(CSc3nnnn3C)S2)cc1 (stereo not drawn) | 4.3% | 0.7 | 10.4% | -2.5 | -5.9% | ? | -26.3% | -4.5% | -10.8%
CCOC(=O)N1CCN(S(=O)(=O)c2cc(C)c(C)cc2C)CC1 | 2.8% | -1.9 | -8.4% | -1.8 | 8.1% | 5.4% | -19.8% | -27.3%[57.5 µM] | -0.1%
O=C(O)c1ccc2nc(-c3ccccc3)sc2c1 | -3.5% | 0.4 | 3.1% | -13.5 | -27.9% | 52.4% | ? | -9.1% | -9.3%
Cc1ccccc1NC(=O)c1ccccc1O | 2.4% | -0.4 | -24.8% | / | -0.4% | 17.0% | 3.1% | 4.2% | -11.6%
COc1ccc(CNC(=O)c2cccc3c2C(=O)N(CC2CCCO2)C3)cc1 (stereo not drawn) | -3.1% | -2.5 | 5.9% | -4.9 | 7.6% | -18.5% | 30.8%[activator] | i | 0.6%
CCN(CC)CCNc1cccc2sc3ccccc3c(=O)c12 | -5.4% | -2.8 | -0.3% | 2.7 | 4.5% | 3.2% | -18.3% | -3.0% | -9.2%
CCNC(=O)COC(=O)c1ccc(-n2nc(C)cc2C)cc1 | 2.4% | 0.8 | -3.5% | 3.0 | 0.4% | 1.6% | -11.0% | i | -9.7%
COc1ccc2c(c1)sc1nc(-c3ccccc3)cn12 | 1.4% | -5.8 | -18.6% | 2.3 | -29.0% | ? | 189.0%[activator] | -42.1% | 1.7%
CCCNC(=O)C1(C)CCN1C(=O)Cc1ccc(-c2ccccc2)cc1 (stereo not drawn) | -16.3% | -0.6 | -7.4% | -2.3 | 11.3% | 5.7% | -12.2% | -30.3%[inhibitor] | -9.9%
COCCNC(=O)Cn1nc(-c2ccccc2C)ccc1=O | 12.0% | 1.9 | -20.6% | -3.3 | -2.2% | 9.3% | 1.4% | ? | -9.4%
COc1ccccc1C(=O)NCCC(=O)Nc1ncccc1C | -1.6% | -3.3 | -19.5% | 10.7 | -14.6% | -9.1% | 9.3% | i | -10.4%
COCCCNC(=O)C(=O)C1C(=O)Nc2ccccc21 (stereo not drawn) | 2.3% | 1.3 | -4.3% | 1.7 | 4.1% | -6.5% | 1.0% | -19.0% | -6.3%
COc1ccccc1NC(=O)C(C)Sc1nccn1C (stereo not drawn) | -3.2% | -0.2 | -16.9% | 3.8 | -6.0% | -3.7% | -9.9% | -17.6% | -18.4%
Cc1occc1C(=O)n1nnc2ccccc21 | -0.3% | 1.9 | 3.7% | -7.6 | -9.6% | -9.0% | 3.7% | -8.5%[57.5 µM] | ?

The final two entries of the part before come first, to join the parts:
SMILES | EPAC1 agonist | IL-2 act | EPAC1 antagonist | PI5P4K alpha inh | GLP1R ag | HEK293 tox | GLP-1R inv ag | PTHR1 ag | PLK1 PBD block
COc1ccccc1NC(=O)C(C)Sc1nccn1C (stereo not drawn) | -3.2% | -0.2 | -16.9% | 3.8 | -6.0% | -3.7% | -9.9% | -17.6% | -18.4%
Cc1occc1C(=O)n1nnc2ccccc21 | -0.3% | 1.9 | 3.7% | -7.6 | -9.6% | -9.0% | 3.7% | -8.5%[57.5 µM] | ?
CCN1N=C(c2ccccc2)CCC1=O | 2.1% | -0.5 | -23.6% | 1.5 | -9.5% | -4.8% | 47.1%[activator] | i | -0.7%
CCOC(=O)C1=C(C)N(c2ccc(OC)cc2)C(=O)/C1=C\c1ccc(O)c(OCC)c1 | 2.4% | -0.2 | 4.8% | -15.0 | 3.2% | -19.3% | -7.8% | 0.0% | -13.6%
CN(CC(=O)N1CCOCC1)S(=O)(=O)c1cc(Cl)ccc1Cl | 3.0% | 1.1 | 15.0% | 1.6 | 0.0% | -6.4% | 9.2% | -23.1% | -2.5%
OCCC1CN(Cc2ccc3cccc(F)c3n2)CCN1Cc1ccccc1 (stereo not drawn) | 6.2% | 1.0 | 11.6% | -0.8 | 1.7% | ? | 0.2% | -10.1% | -9.9%
Cc1cc(NC(=O)CSc2nc3c(cc2C#N)CCCCC3)no1 | -0.6% | -0.7 | -4.0% | -0.5 | 3.0% | -3.6% | 1.4% | -4.8% | -1.4%
O=C(NCc1cccnc1)C(=O)NCC1OCCCN1S(=O)(=O)c1ccc(F)cc1 (stereo not drawn) | 5.6% | -4.3 | -2.1% | -0.9 | -2.6% | -2.2% | 4.4% | -24.7% | -7.3%
CC(=O)Nc1ccc(C(=O)CSc2nnc(C)o2)cc1 | 6.0% | -1.4 | -11.0% | -6.8 | 2.5% | 18.5% | 30.5%[activator] | i | -11.8%
COC(=O)c1cc(NC(=O)c2ccc(Cn3cc(Cl)cn3)o2)cc(C(=O)OC)c1 | -2.0% | -1.3 | -6.0% | -4.1 | -7.3% | -13.7% | 1.5% | -33.2% | -3.9%
O=C(CN(Cc1ccco1)C(=O)c1cc(=O)[nH]c2ccccc12)Nc1ccccc1Br | 5.9% | 0.1 | 5.4% | -4.4 | -2.4% | -6.5% | -7.3% | i | -7.7%
COC(=O)C1CCCN1S(=O)(=O)c1ccc2ccccc2c1 (stereo not drawn) | -10.7% | -1.4 | -22.1% | / | -2.4% | 1.8% | -7.4% | ? | -5.6%
Cc1ccc(/C(N)=N/OC(=O)CSc2ccccc2)cc1 | 5.3% | 1.3 | ? | 1.8 | 2.0% | 12.7% | 29.6% | -12.8% | -10.1%
Cc1ccc(S(=O)(=O)n2nc(C)c(Br)c2C)c(C)c1C | 4.6% | -0.7 | 6.1% | 15.0 | 4.0% | -1.7% | -29.4% | -12.3%[57.5 µM] | -9.8%
CCC(=O)N/C(N)=N/c1nc(C)c2cc(OC)ccc2n1 | -5.0% | 0.1 | -2.4% | / | -19.2% | -8.8% | 0.2% | -4.1%[57.5 µM] | -2.4%
CCCC(=O)NC1CCCc2c1cnn2-c1ccc(C)c(C)c1 (stereo not drawn) | 7.2% | 0.0 | -1.9% | 0.4 | 4.6% | -13.5% | ? | -23.9% | -12.9%
CCc1ccc(NC(=O)c2ccc3c(c2)CCN3S(C)(=O)=O)cc1 | -3.5% | -3.3 | -9.2% | 1.1 | 9.0% | -24.7% | -23.2% | -42.7%[inhibitor] | -10.2%
CNC(=S)N1CCN(c2ccc(Cl)c(Cl)c2)CC1 | -2.1% | -3.2 | 0.9% | 11.2 | 0.0% | -1.4% | ? | -92.3%[inhibitor] | -4.9%
CN1CCC(N(C)C(=O)CCc2nc3ccccc3n2-c2ccccc2)CC1 | -4.7% | 0.8 | -13.1% | -5.4 | 3.4% | -8.7% | ? | -18.8% | -6.6%
O=S1(=O)CC(N2CCN(CCO)CC2)CN1Cc1cn(Cc2ccccc2)nn1 (stereo not drawn) | 7.3% | -0.2 | -2.7% | -1.0 | -2.3% | -0.9% | 30.3%[activator] | i | -4.0%
CC(C)CNC(=O)C1CCN(Cc2ccc(OCc3ccccc3)cc2)CC1 | 2.2% | 1.1 | -4.5% | 7.4 | 4.4% | ? | ? | -23.7% | 3.9%
O=C1Nc2ccc(S(=O)(=O)NCCCO)c3cccc1c23 | -5.8% | 0.7 | -5.4% | -8.5 | -4.7% | 195.8%[activator] | 42.0%[activator] | i | -0.5%
Cc1c(Cl)c(C(=O)NNC(=S)Nc2ccccc2)nn1C | -6.6% | 0.7 | -1.5% | -0.1 | 0.2% | -5.9% | 13.7% | -2.2% | -7.4%
CN1C(=O)C(O)(C2OC(C)(C)CCC2=O)c2ccccc21 (stereo not drawn) | 1.7% | 0.8 | -26.4% | 10.7 | -8.8% | 8.5% | 5.5% | i | -2.3%
CN(C)C(=O)c1ccc(Cl)cc1[N+](=O)[O-] | 9.6% | -0.7 | 6.4% | 9.1 | 3.3% | 7.9% | 16.7% | -23.9% | -8.3%

The list is partial; count on the stated rates, not on these rows.
